Nrf2 ARE act = activates Nrf2 signaling; AREc32 ARE-luciferase reporter (MCF7-derived line), luminescence, 24 h; Potency, µM (doses to about 46.1 µM), for the others: at the highest dose activation, most hits filed as activators; 410,000 compounds, 0.31% hits; AID 624171; note: potency is the fitted concentration of half-maximal effect; % of control where 0% means no effect; nearly all actives have a fitted effect of over 65% in size
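Quantitative high-throughput format: AREc32 reporter cells, 1000 per well, received compound by pin transfer and were incubated 24 hr at 37 deg C, 5% CO2, before Steady-Glo luminescence detection.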
MCF10A rereplic = inducers of DNA re-replication in MCF 10A breast cells. MCF 10A DNA re-replication, Hoechst nuclear intensity, 48 h. Potency, µM (top dose mostly 46.1 µM), without a hit: at the top dose activity, positive = re-replication, hits mostly activators. 350,000 compounds, 2.9% hits. AID 624296; note: potency is the fitted concentration of half-maximal effect; % of control where 0% means no effect; nearly all actives have a fitted effect of over 50% in size
ATXN viability = cell viability loss in ATXN counter-screen; S2 cells (HEK-293 line with an ATXN2-luciferase reporter) viability, CellTiter-Fluor protease fluorescence, 24 h; Potency, µM (highest dose often 56.7 µM), most hits filed as cytotoxic; AID 651635; 400,000 compounds, 0.49% hits; note: potency is the fitted concentration of half-maximal effect; nearly all actives have a fitted effect of over 40% in size
TGFb SMAD3 inh = TGF-b pathway inhibition | Potency, µM (top dose mostly 46.1 µM), for the others: at the highest dose activity, negative = inhibition, hits mostly inhibitors | AID 588855 | HepG2 CAGA-GFP TGF-b/SMAD3 reporter, GFP fluorescence, 18 h; TGF-beta stimulated, 500 pg/mL final | 410,000 compounds, 1.2% hits; note: potency is the fitted concentration of half-maximal effect; % is set by controls: 0 for no effect and ±100 for the full control effect; nearly all actives have a fitted effect of over 65% in size
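HEPG2 CAGA-GFP cells (1000/well, DMEM with 1% FBS) were pre-incubated 2 h at 37 degrees C, given compound by pin tool, then stimulated with TGF-beta at 500 pg/mL final for 18 h before per-cell GFP fluorescence imaging.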
HepG2 viability = kills HepG2 cells in TGF-b inhibitor counter-screen; HepG2 CAGA-GFP viability, ATP luminescence, 18 h; Potency, µM (titrated, usually from 46.1 µM), without a hit: at the top dose activity change, negative = cytotoxicity, usual class: cytotoxic; 410,000 compounds, 0.76% hits; note: potency is the fitted concentration of half-maximal effect; some results filed as inactive show a strong effect at the top dose
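HepG2 CAGA-GFP cells (1000/well, DMEM with 1% FBS) received compound, then TGF-beta at 500 pg/mL final, and were incubated 18 hours at 37 degrees C. Viability was read by CellTiter-Glo luminescence. Media-only wells were set as complete cell-killing and DMSO as no toxicity.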
Nrf2 inh = inhibitors of Nrf2 signaling; A549 ARE-Fluc reporter, luciferase luminescence, 18-24 h; Potency, µM (doses to about 46 µM), inactives show at the top dose activity change, negative = inhibition, usual class: inhibitors; 360,000 compounds, 2.1% hits; note: potency is the fitted concentration of half-maximal effect; % is set by controls: 0 for no effect and ±100 for the full control effect; nearly all actives have a fitted effect of over 60% in size
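Quantitative HTS in A549 cells stably bearing an antioxidant response element-firefly luciferase construct. Inhibition of Nrf2-driven transcription was scored by luminescence after 18-24 h of compound exposure at 37 °C.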
ATXN2 expr inh = ATXN2 expression inhibition | HEK-293 ATXN2-luciferase reporter, luminescence, 24 h | Potency, µM (series often up to 57 µM), for inactives: at the highest dose activity change, negative = inhibition, most hits filed as inhibitors | 360,000 compounds, 0.72% hits; note: potency is the fitted concentration of half-maximal effect; % is set by controls: 0 for no effect and ±100 for the full control effect; nearly all actives have a fitted effect of over 55% in size
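qHTS (up to 57 uM final) was run with 24 h compound exposure of reporter cells at 37 °C. Each well was multiplexed: SteadyGlo luminescence measured ATXN2-luciferase expression after a fluorogenic Gly-Phe-AFC viability readout (25 uM final).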
A549 viability = counter-screen for Nrf2 inhibitors: cytotoxicity in A549 cells. A549 ARE-Fluc cells, CellTiter-Fluor viability, 18-24 h. Potency, µM (doses to about 46 µM), inactives show top-dose activity change, negative = cytotoxicity, usual class: inhibitors. 390,000 compounds, 0.16% hits; note: potency is the fitted concentration of half-maximal effect; % is set by controls: 0 for no effect and ±100 for the full control effect
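A549 ARE_Fluc cells in 5% FBS OPTI-MEM were exposed to compounds in concentration-response for 18-24 h at 37 deg C. Viability was read by CellTiter-Fluor fluorescence (Ex 405/Em 525) after 30 min, before the luciferase read.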
IL1B secr inh = inhibitors of inflammasome signaling (IL-1 beta secretion); THP-1 LPS/ATP IL-1B secretion, AlphaLISA, 16 h; hits give low values; activity change, % at 57.5 µM; 360,000 compounds, 4.7% hits; in the data active = activity change below about -50%; inconclusive = mostly about -30% to -49%; note: % is set by controls: 0 for no effect and ±100 for the full control effect
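THP-1 cells pretreated 1 hr with compounds (up to 57.5 uM final), then stimulated with LPS (250 ng/mL final) plus ATP (1.25 mM final); secreted IL-1B measured by AlphaLISA after 16 hr, decreased signal indicating inhibition.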
* marks the source's active call; other numbers are inactive results; i = inactive; ? = inconclusive; · = not tested or not shown; [ ] = remark or other dose. Unless noted, calls come from the whole dose curve; as a rule, active = well fitted curve in the direction sought with a large enough effect; inconclusive = small, poorly fitted or top-dose-only effect, or another doubt; inactive = no such curve, though single readings can be large; an effect the other way counts as inactive or inconclusive.

Preview (three entries):
SMILES	Nrf2 ARE act	MCF10A rereplic	ATXN viability	TGFb SMAD3 inh	HepG2 viability	Nrf2 inh	ATXN2 expr inh	A549 viability	IL1B secr inh
CCOC(=O)NC(c1ccc(C(C)C)cc1)C(Cl)(Cl)Cl (stereo not given)	0.0%	-82.5%[inhibitor]	i	-2.8%	15.0%	-5.2%	-4.9%	0.3%	0.0
COc1ccc(CCNC(=O)COc2cccc3c2OC(C)(C)C3)cc1OC	0.1%	8.5%	?	-13.0%	3.5%	-7.8%	-16.5%	0.4%	-13.0
O=C1CCCCC1Sc1nnc(Nc2ccccc2)s1 (stereo not given)	4.8%	10.2%	i	1.9%	1.0%	?	63.6%[activator][11.3 µM]	-0.1%	-4.3

The whole of this part (from the top)
SMILES	Nrf2 ARE act	MCF10A rereplic	ATXN viability	TGFb SMAD3 inh	HepG2 viability	Nrf2 inh	ATXN2 expr inh	A549 viability	IL1B secr inh
CCOC(=O)NC(c1ccc(C(C)C)cc1)C(Cl)(Cl)Cl (stereo not given)	0.0%	-82.5%[inhibitor]	i	-2.8%	15.0%	-5.2%	-4.9%	0.3%	0.0
COc1ccc(CCNC(=O)COc2cccc3c2OC(C)(C)C3)cc1OC	0.1%	8.5%	?	-13.0%	3.5%	-7.8%	-16.5%	0.4%	-13.0
O=C1CCCCC1Sc1nnc(Nc2ccccc2)s1 (stereo not given)	4.8%	10.2%	i	1.9%	1.0%	?	63.6%[activator][11.3 µM]	-0.1%	-4.3
C/C(=N\NC(=O)c1c(Br)c(C)nn1C)c1cccc(NC(=O)c2ccccc2F)c1	-0.7%	10.2%	i	-1.0%	3.7%	-18.1%	0.1%	-2.1%	-14.9
CCCCNC(=O)COC(=O)c1cc(Br)ccc1Cl	0.2%	-76.1%[inhibitor]	i	?	0.7%	10.8%	1.5%	-2.0%	-11.5
CCOc1cccc(CC(=O)Nc2ccc3nc(N4CCCCC4)cc(C)c3c2)c1OCC	3.5%	·	i	-1.6%	-22.7%	·	2.6%	?	·
C=C(C)C(=O)N1CC2(CC(c3cccc(NC(=O)/C=C\C)c3)=NO2)C[C@H]1C(N)=O (stereo not given in full)	-1.3%	-31.0%[inhibitor]	i	0.2%	-15.1%	3.1%	12.5%	2.3%	13.2
COc1ccc(-n2c(=O)c3c(c4cc(OC)ccc4n3C)n(CCC(C)C)c2=O)cc1	-0.1%	·	i	0.0%	-11.0%	?	4.7%	3.8%	·
CCOC(=O)CCP(=O)(O)C(O)c1ccccc1 (stereo not given)	0.1%	-4.5%	i	4.5%	7.6%	·	2.9%	-3.5%	22.0
Cn1c(=O)c(C(=O)CN2CCCCCC2)c(N)n(Cc2ccccc2)c1=O	-0.7%	?	i	5.7%	-13.6%	?	-8.6%	1.0%	12.2
COc1ccc(CCN2C(=O)CCC2(C)c2nnnn2-c2ccc3c(c2)OCCO3)cc1OC (stereo not given)	0.4%	·	i	·	·	·	11.5%	·	12.3
COc1cc(/C=C2\SC(=S)N(C(Cc3ccccc3)C(=O)O)C2=O)ccc1O (stereo not given)	0.5%	-1.2%	12.6µM*	-8.2%	1.2%	3.5%	·	?	0.0
COc1cc(OC)cc(C(=O)NC(C(=O)Nc2ccc3c(c2)OCO3)C(C)C)c1 (stereo not given)	3.8%	-3.8%	?	-7.2%	-2.2%	-7.5%	·	-0.8%	-21.0
COCCN1C(=O)N(c2ccc(OC)cc2)C(=O)C1CC(=O)Nc1cccc(F)c1 (stereo not given)	-0.5%	0.92µM*	i	9.6%	12.2%	10.7%	4.4%	1.9%	0.0
O=c1nc2onnc2c(C=NO)[nH]1	-0.1%	-6.6%	?	-3.6%	-1.6%	10.1%	8.1%	-3.4%	0.8
COc1ccccc1NC(=S)NCc1cccs1	-0.7%	7.5%	i	-2.6%	-0.4%	7.0%	0.8%	16.8%	21.0
CCCCCCCN1C2=NCCCN2c2ccccc21	3.7%	?	i	?	-38.4%	1.8%	-43.3%	1.5%	-71.8*
O=Cc1cnc(N2CCN(c3ccccc3)CC2)s1	-0.1%	-2.3%	i	2.8%	-8.1%	16.3%	-11.6%	7.7%	-6.4
CC(C)C[C@@H](CN)NC(=O)c1nc[nH]c1C(=O)N[C@@H](C)C(=O)CNC[C@H](C)NC(=O)c1nc[nH]c1C(=O)N[C@@H](Cc1ccccc1)C(=O)O	-0.7%	11.6%	i	-0.1%	1.3%	1.8%	1.0%	1.3%	1.9
Cc1ccc(S(=O)(=O)Oc2ccccc2/C=N/Nc2ccc(C(=O)O)cc2)cc1	0.6%	18.4µM*	i	-5.2%	-10.9%	-1.5%	-26.6%	-12.0%	53.5
O=C(CN1C(=O)C2CC=CCC2C1=O)OCCN1C(=O)c2ccccc2C1=O (stereo not given)	0.2%	9.0%	i	-2.3%	3.0%	6.2%	14.1%	3.4%	37.4
CCC/C=N/NC(=O)c1ccc(F)cc1	0.7%[9.22 µM]	-12.6%	i	14.9%	-0.3%	-2.9%	0.7%	5.0%	-10.9
CCOC(=O)c1cnc(Nc2nc3ccccc3o2)nc1CN1CCN(C)CC1	3.2%	?	i	?	-35.1%	?	-0.5%	-10.9%	89.1
O=C(N/N=C/c1sc(N2CCCCC2)nc1-c1cccs1)C1CC1	-0.2%	?	i	-9.8%	-1.7%	-10.8%	18.4%	-15.9%	-9.6
COc1ccc(-c2c(C)n([O-])c3c([n+]2=O)CCCCC3)cc1	-0.4%	5.4%	i	-19.5%	-17.6%	-0.7%	4.4%	1.4%	19.0

Reformatted as comma-separated lines: entries from further up
Compound,Nrf2 ARE act,MCF10A rereplic,ATXN viability,TGFb SMAD3 inh,HepG2 viability,Nrf2 inh,ATXN2 expr inh,A549 viability,IL1B secr inh
COc1cc(OC)cc(C(=O)NC(C(=O)Nc2ccc3c(c2)OCO3)C(C)C)c1 (stereo not given),3.8%,-3.8%,?,-7.2%,-2.2%,-7.5%,·,-0.8%,-21.0
COCCN1C(=O)N(c2ccc(OC)cc2)C(=O)C1CC(=O)Nc1cccc(F)c1 (stereo not given),-0.5%,0.92µM*,i,9.6%,12.2%,10.7%,4.4%,1.9%,0.0
O=c1nc2onnc2c(C=NO)[nH]1,-0.1%,-6.6%,?,-3.6%,-1.6%,10.1%,8.1%,-3.4%,0.8
COc1ccccc1NC(=S)NCc1cccs1,-0.7%,7.5%,i,-2.6%,-0.4%,7.0%,0.8%,16.8%,21.0

Next section.
SMILES	Nrf2 ARE act	MCF10A rereplic	ATXN viability	TGFb SMAD3 inh	HepG2 viability	Nrf2 inh	ATXN2 expr inh	A549 viability	IL1B secr inh
CCOC(=O)c1ccc(OCCOc2cccc(C)c2)cc1	0.0%	-3.0%	i	-4.4%	-11.4%	4.2%	-24.0%	2.4%	19.6
Cc1ccc(NC2=C(Cl)C(=O)OC2OC(=O)c2ccccc2C)cc1 (stereo not given)	0.4%[9.22 µM]	?	i	?	-35.9%	?	-10.7%	-19.6%	-89.8*
CC(=O)Nc1cccc(NC(=O)CSc2nc(=O)n(CCCN3CCOCC3)c3c2CCC3)c1	0.0%	3.8%	i	7.3%	-18.9%	?	-4.3%	-9.8%	-9.4
CCOc1ccc(-c2csc(NC(=O)c3ccc(S(=O)(=O)N4CCc5ccccc5C4)cc3)n2)cc1	-0.1%	?	i	8.9%	-0.3%	-27.7%	-17.5%	10.2%	40.4
Cc1ccc(C)c(NS(=O)(=O)c2ccc(OCC(=O)NCc3ccccn3)cc2)c1	0.4%	19.6%	i	-4.3%	-17.6%	-3.6%	5.5%	-3.0%	14.0
O=C(NCCc1ccccc1Cl)c1ccc2c(=O)n(-c3ccccc3)c(=O)[nH]c2c1	3.9%	·	?	-2.8%	-34.4%	0.0%[9.27 µM]	?	2.5%	·
CC(=O)NCc1ccc(S(=O)(=O)N/N=C/c2ccccc2)cc1	-0.7%	-1.7%	i	1.2%	17.3%	-0.9%	-13.9%[11.3 µM]	0.3%	2.5
O=C(CNCc1ccccc1)NCCCN1CCCC1=O	-0.6%	6.0%	i	15.0%	-2.7%	0.6%	-1.5%	0.2%	0.6
CCC(=O)N1CCc2cc(S(=O)(=O)CCC(=O)Nc3ccc(Cl)c(C(F)(F)F)c3)ccc21	23.4%	·	?	?	0.5%	20.6µM*	?	-1.6%	·
O=C(Cc1ccc(Br)cc1)OCC(=O)N1CCCCCC1	0.1%	-1.4%	i	-14.1%	2.1%	-4.6%	4.5%	-1.6%	5.8
COc1ccc(NC(=O)NCCc2ccc(Cl)cc2)cc1OC	0.3%	-3.0%	i	0.1%	-37.7%	-0.3%	·	-1.0%	27.7
NC(=NCCc1c[nH]c2ccccc12)NC(=O)c1ccc(Cl)cc1	4.5%	25.9%	i	?	-12.6%	?	0.7%[11.3 µM]	1.6%	44.4
O=C(CSc1nc2ccccc2c(=O)n1-c1ccc(F)cc1)NC1CCS(=O)(=O)C1 (stereo not given)	0.2%	2.1%	i	3.5%	-28.2%	-14.2%	-11.0%	-7.7%	-11.7
COc1cc(CO)cc(-c2cc(CO)cc(OC)c2OC)c1OC	-0.3%	-5.0%	i	1.0%	4.1%	5.6%	1.7%	-4.2%	10.6
CCOc1ccc(NC(=O)Cn2ccn3nc(-c4ccc(OC)c(OC)c4)cc3c2=O)cc1	2.9%	·	i	-0.8%	-14.7%	·	5.1%	9.3%	·
O=S(=O)(Nc1ccc(-c2ccc3nncn3n2)cc1)c1ccccc1F	3.2%	-3.9%	i	-1.8%	1.6%	-29.6%	9.5%	-9.3%	8.1
COC(=O)CN1C(=O)NC2(CCCc3ccccc32)C1=O (stereo not given)	-0.2%	-0.1%	i	-10.4%	-17.9%	-0.1%	0.7%	5.3%	9.7
